Screening results from PubChem.
NCOA1 inh: inhibitors of human steroid receptor coactivator 1 (SRC1); Q15788; HEK293 GAL4-SRC1 luciferase reporter, luminescence; inhibition, % at 3.6 µM; 360,000 compounds, 0.12% hits; AID 588354;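 active means inhibition above the campaign mean plus 3 SD, with each screening campaign given its own cutoff, cut at about 60% in these data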;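 further: 0% = DMSO treated cells and 100% = gossypol at 36 µM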
NR2F2 inh: NR2F2 (human) inhibition, primary screen. inhibition, % at 8.6 µM. AID 686940. 370,000 compounds, 0.7% hits. HEK293T NGFI-A luciferase reporter, luminescence;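 active means inhibition above a per-plate cutoff, mean inhibition of test wells between control levels plus 3 SD, cut at about 38% in these data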;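 further: cells cotransfected with COUP-TFII expression vector driving the NGFI-A reporter; 0% = median of COUP-TF2 test wells and 100% = reporter-only cells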
Exocytosis inh: lytic granule exocytosis inhibition. TALL-104 LAMP-1 surface exposure, flow cytometry; cells stimulated with thapsigargin and PMA. AID 651702. inhibition, % at 10 µM. 360,000 compounds, 0.66% hits;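 active means inhibition above about 55%, limit read from the data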
ABHD5 PLIN5 PPI: inhibitors of human ABHD5-perilipin-5 interaction; AID 602281; inhibition, % at 4 µM; Split G. princeps luciferase complementation, luminescence, 4 h; 360,000 compounds, 0.78% hits;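 active means inhibition above the mean inhibition across every tested compound plus 3 SD, cut at about 22% in these data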;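 further: 0% = DMSO only wells and the 100% control is not disclosed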
NOD2-RIPK2 inh: inhibitors of human NOD2-RIPK2 interaction. CHO BLA complementation NOD2-RIPK2, CCF4 ratio. AID 624267. 360,000 compounds, 0.38% hits. inhibition, % at 4.98 µM. O43353; in the data active means inhibition above about 21%;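 further: 0% = vehicle only and 100% = reference blocker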
NR5A2 inv ag: inverse agonists of human LRH-1 (NR5A2) | 360,000 compounds, 0.13% hits | AID 602396 | O00482 | HEK293T StAR-luciferase reporter, LRH-1 transfected, 24 h | inhibition, % at 3.6 µM;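 active means inhibition above the mean inhibition of all tested compounds plus 3 SD, cut at about 73% in these data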;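 further: 0% = DMSO wells and 100% = reporter-only cells lacking LRH-1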
NCOA3 inh: inhibits human SRC3 coactivator | Q9Y6Q9 | HEK293 GAL4-SRC3 luciferase reporter, luminescence | inhibition, % at 3.6 µM | 360,000 compounds, 0.17% hits;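 active means inhibition above a per-campaign cutoff, the mean of all compounds plus 3 SD, cut at about 60% in these data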;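 further: 0% = DMSO-treated cells and 100% = gossypol-treated cells at 36 µM; higher means less SRC3-driven luciferase light from the GAL4 reporter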
TROY signal inh: inhibitors of TROY-dependent NF-kB signaling; Q293 LMP1-TROYcd NF-kB luciferase reporter, 4 h; inhibition, % at 10 µM; 360,000 compounds, 0.98% hits; AID 1347056;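 active means compounds whose plate-normalised and pattern-corrected inhibition of the luciferase reporter signal at the single screening dose is 50% or more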
TWEAK Fn14 block: TWEAK-Fn14 signaling inhibition; inhibition, % at 10 µM; 360,000 compounds, 2% hits; TWEAK-stimulated Fn14 reporter cells, luciferase luminescence, 8 h; in the data active means inhibition above about 50%
SRC2 inh: inhibits human steroid receptor coactivator 2. 370,000 compounds, 0.17% hits. HEK293 GAL4-SRC2 luciferase reporter, luminescence. inhibition, % at 9 µM. AID 651957. Q15596;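 active means inhibition above the mean inhibition of all tested compounds plus 3 SD, set per campaign, cut at about 52% in these data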;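 further: 0% = DMSO treated cells and 100% = cells given Gossypol at 36 µM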
TLR9-MyD88 inh: blocks human TLR9 binding to MyD88. CHO BLA complementation TLR9-MyD88, CCF4 FRET ratio. inhibition, % at 4.98 µM. 340,000 compounds, 0.21% hits. AID 504734;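 active means inhibition above the mean over all tested compounds plus 3 SD, cut at about 21% in these data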;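 further: 0% = DMSO only wells and 100% = clavulanate BLA inhibitor control wells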
Target sequence (Q99836 whole entry, looked up): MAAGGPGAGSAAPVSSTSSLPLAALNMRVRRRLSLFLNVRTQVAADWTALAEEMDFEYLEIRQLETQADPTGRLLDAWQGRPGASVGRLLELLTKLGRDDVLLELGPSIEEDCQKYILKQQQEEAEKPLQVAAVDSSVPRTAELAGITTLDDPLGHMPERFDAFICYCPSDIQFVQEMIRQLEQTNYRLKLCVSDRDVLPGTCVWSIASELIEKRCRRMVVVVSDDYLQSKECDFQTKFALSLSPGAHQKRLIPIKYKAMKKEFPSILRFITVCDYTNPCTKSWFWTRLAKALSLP
Target sequence (Q9NR96 whole entry, looked up): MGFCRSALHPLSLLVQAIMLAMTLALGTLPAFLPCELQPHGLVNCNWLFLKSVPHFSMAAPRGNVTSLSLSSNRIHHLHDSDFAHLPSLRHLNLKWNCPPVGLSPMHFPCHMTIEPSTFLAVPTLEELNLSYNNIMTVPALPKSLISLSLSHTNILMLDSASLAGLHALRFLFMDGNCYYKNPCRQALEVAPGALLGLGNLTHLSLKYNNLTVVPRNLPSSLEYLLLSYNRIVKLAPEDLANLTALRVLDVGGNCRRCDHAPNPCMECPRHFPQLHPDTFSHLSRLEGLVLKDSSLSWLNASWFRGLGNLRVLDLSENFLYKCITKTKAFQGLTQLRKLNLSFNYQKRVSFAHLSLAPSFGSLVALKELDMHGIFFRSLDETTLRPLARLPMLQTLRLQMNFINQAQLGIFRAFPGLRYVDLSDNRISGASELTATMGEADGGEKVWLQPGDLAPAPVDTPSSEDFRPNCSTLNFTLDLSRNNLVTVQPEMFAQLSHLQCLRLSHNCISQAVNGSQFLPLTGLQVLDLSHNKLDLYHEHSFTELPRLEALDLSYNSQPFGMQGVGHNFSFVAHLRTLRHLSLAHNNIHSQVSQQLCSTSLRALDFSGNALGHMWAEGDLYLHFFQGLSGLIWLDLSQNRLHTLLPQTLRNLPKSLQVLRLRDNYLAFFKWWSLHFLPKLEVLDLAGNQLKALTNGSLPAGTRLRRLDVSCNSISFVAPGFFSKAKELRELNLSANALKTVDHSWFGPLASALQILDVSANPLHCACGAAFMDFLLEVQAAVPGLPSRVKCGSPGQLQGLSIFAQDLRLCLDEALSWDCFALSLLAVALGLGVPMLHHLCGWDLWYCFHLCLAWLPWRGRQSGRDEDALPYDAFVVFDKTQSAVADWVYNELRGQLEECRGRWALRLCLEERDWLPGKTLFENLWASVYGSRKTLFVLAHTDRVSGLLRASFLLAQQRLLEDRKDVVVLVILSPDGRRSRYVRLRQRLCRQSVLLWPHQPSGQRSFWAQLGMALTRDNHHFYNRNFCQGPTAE
Starred values were filed as active, the others as inactive; . = not tested or not shown. Not all compounds are listed (hit frequency here may not be typical).

mol,NCOA1 inh,NR2F2 inh,Exocytosis inh,ABHD5 PLIN5 PPI,NOD2-RIPK2 inh,NR5A2 inv ag,NCOA3 inh,TROY signal inh,TWEAK Fn14 block,SRC2 inh,TLR9-MyD88 inh
COc1ccc(C(=O)NCC(=O)OCC(=O)Nc2cc([N+](=O)[O-])ccc2F)cc1,-17,-2,-1,1,-10,8,8,-17,-21,-11,-5
Cc1ccc(-c2ccc(=O)n(CCC(=O)NCc3ccccn3)n2)cc1,1,5,1,0,-18,13,8,-2,5,-6,4
CCCS(=O)(=O)c1nc(S(=O)(=O)c2ccc(C)cc2)c(N2CCN(CCO)CC2)s1,16,1,1,-5,-1,-12,6,-5,1,19,-5
COc1ccc(C(=O)O)c(O)c1,2,11,-5,1,-14,0,8,-7,-4,-17,2
CCN1CCN(C(=O)c2cc(COc3ccc4ncccc4c3)on2)CC1,20,38*,-1,-2,-3,12,6,9,12,1,-18
O=C(NCc1ccc(Cl)cc1)c1ccc(N2CCCC2=O)cc1,-14,3,2,-1,2,-27,4,-7,-8,-14,4
O=C(NCCCn1ccnc1)c1ccc(OCC(F)(F)F)cc1,-15,10,-4,2,4,2,-9,-13,21,13,-5
O=C(CN1CCC(NC(=O)Cc2ccccc2)CC1)Nc1ccccc1Br,4,21,-2,-2,-6,-1,1,6,-5,30,-2
CCOC1=C2[C@@H](CN(S(=O)(=O)c3ccc(C)cc3)[C@H]2c2cccc3ccccc23)[C@H]2C(=O)N(c3ccccc3)C(=O)[C@H]2C1,7,-4,-2,2,-12,-12,1,-5,10,1,.
Cc1cccc(C)c1N1CCN(C(c2ccnc3ccccc23)c2nnnn2-c2ccc3c(c2)OCCO3)CC1 (stereo unspecified),.,27,2,-8,-12,-9,.,4,27,-3,.
CC(C)c1ncc(C(O)c2cccc3ccccc23)n1C (stereo unspecified),0,20,22,2,2,0,-1,-3,10,22,15
Cc1ccc(S(=O)(=O)N2CCN(C(=O)CN3C(=O)CNC3=O)CC2)cc1,-6,-20,-2,1,-5,0,-1,-15,-2,0,2
CC(C)(C)OC(=O)N1CCN(C(=O)c2cccnc2Cl)CC1,-16,17,-4,-5,4,-12,17,-9,10,4,-9
CCOC(=O)C1CCCN(CC(=O)Nc2nc(-c3ccccc3)cs2)C1 (stereo unspecified),6,-17,-1,-4,-52,-17,2,-3,-1,-3,5
CCC(=O)Oc1ccc2c(C)cc(=O)oc2c1C(=O)CC,-11,-4,1,4,-10,4,19,-2,-35,0,.
Cc1ccc(C(=O)Oc2ccccc2N2CCOCC2)cc1,7,-11,-2,2,-6,-9,21,-14,31,0,-4
Cc1ccccc1-n1nc(C)c2cc(C(=O)N3CCN(S(=O)(=O)c4ccccc4)CC3)sc21,-9,-4,-5,-1,3,0,-10,-16,-5,1,4
N#C/C(=C\c1cn[nH]c1-c1ccc(Cl)cc1)C(=O)NC1CC1,3,.,-5,-3,3,14,27,11,-3,.,7
COc1ccccc1C(c1nnnn1Cc1ccccc1)N1CCN(c2nc3ccccc3s2)CC1 (stereo unspecified),-8,-6,-4,6,10,-28,-6,-21,20,-27,1
O=C(NCC1CC1)c1cc(-c2ccccc2)nn1CC1CC(c2cccnc2)=NO1 (stereo unspecified),1,-19,6,-5,-9,15,10,-5,-14,-36,-3
COc1ccc(NC(=O)c2ccco2)cc1NC(=O)c1ccccc1,12,-1,3,5,2,-1,-26,-10,-23,-6,-5
Cc1ccc2c(c1)N(CC(=O)N1CCCCC1c1cccnc1)C(=O)CO2 (stereo unspecified),5,4,-5,-10,4,5,-22,-5,27,-10,0
COc1cc(NC(=O)c2cccnc2)ccc1NC(=O)c1ccccc1Cl,-10,4,-4,10,-15,-5,-6,-6,21,8,2
COc1ccccc1C(=O)NNC(=O)c1cccc([N+](=O)[O-])c1,-18,1,-1,-1,-10,5,10,-5,-4,11,1
CCOc1cc(C(=O)CCC(=O)OCC(=O)Nc2ccc(F)cc2)ccc1O,-4,-18,0,7,-9,0,-4,10,-19,-9,3
CC1(O)CC(=O)N(c2ccccc2)O1 (stereo unspecified),-9,12,1,-6,2,-8,-3,-24,11,-11,-6
CCOC(=O)c1c(NC(=S)Nc2cccnc2)sc(C)c1C,-8,-7,-2,-1,-6,-3,-2,0,-10,10,-2
COc1ccc(Cc2c(-c3cccc(Cl)c3)nc3ccc(C)cn23)c(C)c1,-81,-28,2,0,-5,-100,-56,-30,-18,-57,.
O=C(O)/C=C\C(=O)NCc1cccnc1,-26,-14,-3,8,-6,16,16,7,7,-2,2
Cn1c(=O)c2c(nc(NCC3CCCO3)n2Cc2ccccc2)n(C)c1=O (stereo unspecified),-6,6,-2,-6,-6,9,6,-12,11,-14,-5
C[C@@H]1CC=C[C@H]2[C@H]1C(=O)N(Cc1ccccc1)[C@H]2c1ccc2ccccc2c1/C=C/c1ccccc1,-11,-13,-11,1,2,-18,-36,8,-1,-3,-3
CC(C)Cc1nnc(NC(=O)CCC(=O)N2CCC(C)CC2)s1,-4,0,0,-2,-9,-7,-1,-16,-9,19,-14
COc1cccc(CNC(=O)Cn2cc([N+](=O)[O-])cn2)c1,10,-17,2,-12,0,-8,-16,-1,-2,-1,-8
CC(=O)Nc1ccc2nc(N)sc2c1,-23,-7,-1,-1,-5,13,-1,-5,-7,-2,0
Cc1ccc(S(=O)(=O)N2CCN(C(=O)COC(=O)COc3ccc(Cl)c(C)c3)CC2)c(C)c1,-15,3,-1,5,-2,11,3,-2,7,-5,2
CN(C)S(=O)(=O)c1ccc(C(=O)NCc2nnc(SCC(=O)N3CCCCCC3)o2)cc1,-8,8,4,6,6,0,13,-6,-11,7,-4
O=C(CSc1ncccc1C(=O)O)c1ccc2ccccc2c1,-48,-7,-4,0,2,-33,-31,-37,11,-12,-6
NC(=O)C1CCN(C(=O)CNC(=O)c2ccc(Br)o2)CC1,-3,-5,1,5,9,12,0,-19,1,4,6
COc1cccc(N2CCN(c3nc(-c4ccccc4C)cc(=O)[nH]3)CC2)c1,2,-11,-3,-4,2,30,-15,7,21,7,8
COc1cccc(C(=O)Nc2cccc(SC)c2)c1,-87,-20,-1,2,3,-75,-56,-35,-20,-52,0
CCc1nc2c(OCc3cccc(Cl)c3)cccn2c1N(C)C(=O)C(C)C,-12,.,10,6,-8,1,-11,-14,0,.,.
CCN(C)C1CN(Cc2cn(Cc3cccc(Cl)c3)nn2)S(=O)(=O)C1 (stereo unspecified),.,3,-3,-2,-9,7,.,-10,8,-21,.
CCOC(=O)c1c(C)[nH]c(C(=O)CSc2nnc(-c3ccncc3)n2CC)c1C,12,23,-3,5,-4,1,-6,13,22,3,0
COCCn1ccc2c(OCC(=O)NCCc3ccc(OC)c(OC)c3)cccc2c1=O,6,1,3,6,-8,17,14,-10,-25,-9,7
CC(C)COc1ccc(-c2cc(C(=O)NN)[nH]n2)cc1,-85,-55,-2,-2,-4,-166,-108,-49,-25,-27,6
COc1ccc2cc(C3=CCCCC3)ncc2c1,-110,-29,-1,16,1,-100,-66,-50,-1,-50,-6
O=C(Cn1c(=O)oc2cc(S(=O)(=O)N3CCc4ccccc43)ccc21)NC1CCCC1,13,17,-11,6,2,18,-4,10,7,-30,5
CCCCNC(=O)C1(C)CCCCN1C(=O)c1cncc(Br)c1 (stereo unspecified),-8,13,-2,-1,-4,-11,5,9,1,17,.
COC(=O)c1cc(NC(=O)c2ccc(C)cc2)c(=O)oc1C,-16,-6,-4,-2,-8,-23,6,-41,-6,-20,-7
CC(=O)Nc1ccc(-n2cnnn2)cc1,0,12,3,1,-17,-17,-3,-20,-5,-26,2

(listing goes on)
mol,NCOA1 inh,NR2F2 inh,Exocytosis inh,ABHD5 PLIN5 PPI,NOD2-RIPK2 inh,NR5A2 inv ag,NCOA3 inh,TROY signal inh,TWEAK Fn14 block,SRC2 inh,TLR9-MyD88 inh
CN(CC(=O)NCC(c1ccccc1)N1CCCC1)S(=O)(=O)c1ccc(Cl)cc1 (stereo unspecified),-2,-2,5,-8,-4,2,-10,-15,10,-26,-12
Cc1cc2c(c(=O)n1CCN(C)C)C(c1ccc(Cl)cc1)C(C#N)=C(N)O2 (stereo unspecified),-11,9,4,5,-1,17,11,1,-27,-4,-6
CCC1CN(C(=O)N2CCC(C(=O)Nc3ccccc3OC)CC2)c2ccccc2O1 (stereo unspecified),-29,2,0,-15,5,-23,-3,7,-1,-13,-10
O=C(Cc1ccc(-n2c(=S)[nH]c3ccccc3c2=O)cc1)N1CCN(c2ccccc2)CC1,3,7,0,0,-4,-2,11,-2,1,-13,2
Cc1ccc(S(=O)(=O)N2CCN(C(=O)c3ccccc3-c3nc4ccccc4s3)CC2)c(C)c1,-12,-6,-2,10,-11,-7,-17,4,-41,-17,13
Cc1ccc(NC(=O)ON=C2CCCC2)cc1,-64,-43,0,8,-3,-56,-82,-32,-22,-41,0
CC(=O)O[C@@H]1[C@H](Oc2c(O)c(C)c3c4c2[C@H](C)CC[C@H]4[C@H](C)C[C@@H]3C=C(C)C)O[C@@H](C)[C@@H](O)[C@H]1O,-14,3,0,-22,-24,-1,0,12,7,-19,.
CCOC1=C2CN(S(=O)(=O)c3ccc(C)cc3)[C@H](c3cccc(Cl)c3)C[C@H]2[C@H]2C(=O)N(c3ccccc3)C(=O)[C@H]2C1,16,4,-4,3,-20,-8,11,4,1,9,.
CCCC1=C(C(=O)OCC)C(c2ccc(N(C)C)cc2)n2ncnc2N1 (stereo unspecified),-12,-13,-3,5,-9,-5,18,2,-4,10,-13
Nc1c(C(=O)N2CCCCC2)sc(=S)n1-c1ccccc1,0,-10,5,-6,7,-8,2,-15,-6,-16,1
CN1CCN(S(=O)(=O)c2cccc(C(=O)Oc3ccc(Br)cc3F)c2)CC1,-12,-20,3,1,-4,-6,11,-5,7,5,1
Cc1cccc(C)c1OCCNC(=O)C(=O)NCc1ccco1,2,-17,0,7,12,18,13,14,16,8,-4
COc1cccc(C(=O)Nc2nc3ccccc3[nH]2)c1,-79,-17,-4,-1,3,-124,-32,33,87*,-16,-4
O=C(NCCOc1ccccc1Cl)c1cccc2c1C(=O)c1ccc(Cl)cc1S2(=O)=O,-22,-2,6,11,-7,8,-1,-42,-27,-9,5
Cc1ccc(C)c(NC(=O)C2(C)CCN2C(C)C)c1 (stereo unspecified),4,12,-1,0,-9,2,-2,5,-3,-1,.
CC(=O)c1cc2c(cc1NS(=O)(=O)c1ccccc1Br)OCO2,-7,4,-4,-2,-13,18,6,-53,36,6,-21
Cc1ccc(CNC(=O)C2CC(c3cccc([N+](=O)[O-])c3)=NO2)o1 (stereo unspecified),-38,-20,8,2,4,-33,-35,-45,-30,-18,3
CCOc1ccc(Nc2nc3cc(S(=O)(=O)N(CC)CC)ccc3o2)cc1,4,.,-4,-6,-4,-13,0,-3,-77,.,2
